Compound activity (PubChem BioAssay)
FadD28 binding: inhibitors of FadD28 bisubstrate probe binding, primary screen, biochemical, fluorescence polarization, single point; inhibition, % at 12.5 µM; hit rate 0.22% among 360,000; AID 588549, 2011; in the data active means inhibition above about 8.5%, passing the limit was not always enough; inconclusive means no clear call, values can overlap the other calls
Rv3671c protease: Rv3671c serine protease inhibitors, primary screen, biochemical, fluorescence polarization, M. tuberculosis H37Rv. P9WHR9. inhibition, % at 5.96 µM. hit rate 0.048% among 320,000. AID 2606, 2010; in the data active means inhibition above about 38%;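 further: extracellular domain of Rv3671c used as enzyme; 0% = enzyme with DMSO and 100% = no enzyme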
Target sequence (P9WHR9 whole entry, looked up, the tested form may be a part): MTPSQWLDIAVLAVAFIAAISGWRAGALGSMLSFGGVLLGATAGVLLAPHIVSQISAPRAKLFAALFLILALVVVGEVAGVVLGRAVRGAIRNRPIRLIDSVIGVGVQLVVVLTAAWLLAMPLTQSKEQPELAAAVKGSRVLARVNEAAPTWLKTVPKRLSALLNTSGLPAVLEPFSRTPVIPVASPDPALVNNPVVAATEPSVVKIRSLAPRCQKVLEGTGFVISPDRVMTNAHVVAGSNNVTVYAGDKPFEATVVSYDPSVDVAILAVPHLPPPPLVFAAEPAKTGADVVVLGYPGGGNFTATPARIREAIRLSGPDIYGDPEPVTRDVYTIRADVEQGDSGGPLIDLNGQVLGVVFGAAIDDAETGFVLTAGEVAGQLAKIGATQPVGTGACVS
CCHF vOTU inh: CCHFV vOTU protease inhibitors, primary screen, biochemical, Pep-AMC substrate, fluorescence | hit rate 0.55% among 370,000 | inhibition, % at 11.5 µM | Crimean-Congo hemorrhagic fever virus L polyprotein viral ovarian tumor (vOTU) protease …; further: 0% = vehicle wells with enzyme and 100% = no enzyme wells
DUSP3 inh: VHR1 phosphatase inhibitors, primary screen, biochemical, absorbance, uHTS; Dual specificity protein phosphatase 3 (Homo sapiens), P51452; recombinant VHR phosphatase, pNPP absorbance; inhibition, % at 13.3 µM; hit rate 0.52% among 290,000; AID 1654, 2009; in the data active means inhibition above about 50%; further: some compounds called inactive have numbers as strong as hits
Target sequence (P51452 whole entry, looked up): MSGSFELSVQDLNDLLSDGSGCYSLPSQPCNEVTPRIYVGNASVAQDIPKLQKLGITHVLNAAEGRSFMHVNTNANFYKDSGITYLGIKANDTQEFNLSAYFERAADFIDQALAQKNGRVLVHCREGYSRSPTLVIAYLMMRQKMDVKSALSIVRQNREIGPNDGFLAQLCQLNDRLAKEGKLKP
MazF activator: activators of E. coli MazEF toxin-antitoxin RNase, primary screen, biochemical, fluorescence, uHTS. activation, % at 20 µM. FAM/BHQ RNA-DNA oligo cleavage fluorescence, 5 h. Endoribonuclease toxin MazF (Escherichia coli (strain K12)), P0AE70. AID 504720, 2011. hit rate 0.32% among 350,000; in the data active means activation above about 50%
Target sequence (P0AE70 whole entry, looked up): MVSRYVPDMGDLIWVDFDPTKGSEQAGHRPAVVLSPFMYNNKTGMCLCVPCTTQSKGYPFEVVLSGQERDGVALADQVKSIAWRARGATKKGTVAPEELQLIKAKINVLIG
Mtb FBA inh: Mtb FBA enzyme inhibitors, primary screen, biochemical, fluorescence, strain H37Rv | Fructose-bisphosphate aldolase (Mycobacterium tuberculosis (strain ATCC 25618 / H37Rv)), … | purified M. tuberculosis FBA, fluorescence read-out | inhibition, % at 1 µM | hit rate 2.3% among 360,000; in the data active means inhibition above about 27%;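 further: 0% = vehicle and 100% = reference inhibitor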
BoNT-F LC inh: BoNT/F light chain protease inhibitors, primary screen, biochemical, flow cytometry, MLPCN library; Botulinum neurotoxin type F light chain protease (Clostridium botulinum); Multiplex microsphere protease cleavage assay; inhibition, % at 10 µM; hit rate 0.22% among 360,000; in the data active means inhibition above about 35%, passing the limit was not always enough; inconclusive means no clear call, values can overlap the other calls; further: plate controls were buffer without enzyme for full effect and enzyme alone for no effect
GDH-TPI counter: GDH-TPI coupling enzyme inhibitors, primary screen, artefact control for M. tuberculosis FBA inhibitor project, biochemical, absorbance, full deck; GDH-TPI coupled enzyme counterscreen, NADH absorbance; inhibition, % at 4.8 µM; hit rate 1.2% among 360,000; AID 588335, 2011;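 further: 0% = DMSO wells and 100% = wells lacking the enzyme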
UGM FP inh: M. tuberculosis UGM enzyme inhibitors, primary screen, biochemical, fluorescence polarization, single point; hit rate 0.06% among 320,000; purified UGM, fluorescence polarization probe displacement; UDP-galactopyranose mutase (Mycobacterium tuberculosis (strain ATCC 25618 / H37Rv)), …; AID 504406, 2011; inhibition, % at 10 µM; in the data active means inhibition above about 10%, passing the limit was not always enough; inconclusive means no clear call, values can overlap the other calls
Target sequence (P9WIQ1 whole entry, looked up): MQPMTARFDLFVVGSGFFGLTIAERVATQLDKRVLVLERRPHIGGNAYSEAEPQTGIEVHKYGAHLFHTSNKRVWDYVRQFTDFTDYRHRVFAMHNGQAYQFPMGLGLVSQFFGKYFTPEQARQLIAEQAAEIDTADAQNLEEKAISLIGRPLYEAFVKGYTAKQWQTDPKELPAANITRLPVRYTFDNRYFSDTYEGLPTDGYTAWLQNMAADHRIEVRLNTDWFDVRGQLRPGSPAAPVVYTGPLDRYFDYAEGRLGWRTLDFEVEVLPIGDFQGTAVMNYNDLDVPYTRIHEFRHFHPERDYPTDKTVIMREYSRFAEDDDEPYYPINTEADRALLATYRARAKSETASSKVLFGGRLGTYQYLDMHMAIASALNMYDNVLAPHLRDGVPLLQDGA
Mtb BioA inh: M. tuberculosis BioA enzyme inhibitors, primary screen, biochemical, plate reader, single point, HTS; 7,8-diaminopelargonic acid synthase BioA (Mycobacterium tuberculosis); purified M. tuberculosis BioA enzyme; inhibition, % at 9.99 µM; hit rate 0.096% among 360,000; in the data active means inhibition above about 40%; inconclusive means no clear call, values can overlap the other calls
Active calls of the source: *; ? = inconclusive; nt = no result given. Unless noted, no stated cut-off is given here; in the data, active means inhibition above about 30%; inactive means the rest.

canonical_smiles	UGM FP inh	CCHF vOTU inh	FadD28 binding	DUSP3 inh	Rv3671c protease	Mtb BioA inh	GDH-TPI counter	Mtb FBA inh	BoNT-F LC inh	MazF activator
CN(C)/C=C1\C(=O)Nc2ccccc21	3.3	16	-1.0	24	-5	0.8	10	6	2	3
CC1(C(=O)NS(=O)(=O)c2ccc(F)cc2F)CCN1C(=O)c1ccc(C2CCCCC2)cc1 (stereo not given)	nt	-2	0.9	nt	nt	1.2	1	0	-3	nt
CC(=O)C1=C(C)N(Cc2ccccc2)C(=O)N[C@H]1CCc1ccccc1	0.6	4	0.5	-11	-10	1.6	17	6	-13	-1
CCCc1nc([N+](=O)[O-])c(S(=O)(=O)c2ccccc2)n1CC(C)C	-2.3	6	-0.3	-11	0	nt	4	-5	-7	2
CC1CN(c2cc(-c3ccccc3)c3ccccc3n2)CC(C)O1 (stereo not given)	1.1	5	-2.4	-4	7	-2.0	2	9	3	-1
Cc1nc(C)c(C(=O)Nc2ccc(C)c(F)c2)o1	-0.9	6	-3.6	34	0	7.3	4	-1	2	3
CCN(CC)c1ccc(/C=N\NC(N)=O)cc1	1.0	-20	-1.5	19	-2	-1.6	48*	26	-8	3
COc1ccc(C(=O)C(C)(C)NO)cc1	-0.7	5	-4.4	0	0	-0.1	-3	-5	7	7
CC(C)(Oc1ccc(Cl)cc1)C(=O)NCc1n[nH]c(=O)c2ccccc12	3.9	-7	6.4	nt	-12	-0.8	1	0	8	1
C[C@]12c3[nH]c4cc(-c5ccco5)ccc4c3CCN1C(=O)[C@@H](CC(=O)NCC13CC4CC(CC(C4)C1)C3)C[C@@H]2C(=O)N1CCCCC1	nt	7	-3.0	nt	nt	-2.1	15	8	-2	-5
COC(=O)CCSc1cc([N+](=O)[O-])cc2c1c(C1OCCO1)nn2-c1ccccc1	-0.2	-6	0.9	7	-14	nt	10	-4	5	-5
COc1ccccc1NS(=O)(=O)/C=C/c1ccccc1	nt	2	-0.8	-7	0	1.3	0	0	-5	-11
O=C(O)CCN1C(=O)/C(=C/c2ccc(-c3nc4ccccc4s3)o2)SC1=S	-3.5	16	?	-4	-1	-0.7	5	-3	-1	6
COc1ccc(CCNC(=O)Nc2nnc([C@@H]3C[C@H](O)[C@@H](CO)O3)s2)cc1OC	nt	-19	-1.8	nt	nt	0.1	7	3	6	nt
CCN1C(=O)/C(=C2/C=Cc3ccccc3N2C)OC1=S	3.2	-3	-3.1	31	-6	0.2	-1	-14	nt	113*
CN1CCN(c2ccc([N+](=O)[O-])c(Sc3ccccn3)c2)CC1	2.1	-5	-1.7	1	3	nt	6	-6	?	2
Cc1cccc(NC(=O)c2ccc(NCC3CCCO3)c([N+](=O)[O-])c2)c1 (stereo not given)	0.9	9	-3.4	-8	-5	nt	8	-6	1	121*
COc1cccc(CN2C(=NC(=O)C3CC3)SC3CS(=O)(=O)CC32)c1 (stereo not given)	0.5	-14	0.2	27	-3	0.4	4	-5	-3	4
CCCCNC(=O)CCC(=O)Nc1ccc2nc(N3CCCCC3)cc(C)c2c1	-1.7	-67	-2.7	13	5	nt	5	78*	-8	8
C=CCNc1nc(NCCNC(C)=O)c2sc(-c3ccccc3)cc2n1	nt	-14	-10	nt	nt	1.9	3	13	-1	nt

(further entries)
canonical_smiles	UGM FP inh	CCHF vOTU inh	FadD28 binding	DUSP3 inh	Rv3671c protease	Mtb BioA inh	GDH-TPI counter	Mtb FBA inh	BoNT-F LC inh	MazF activator
Oc1ccc(N=Cc2c(O)ccc3ccccc23)cc1	-1.5	63*	-1.7	73	-93	1.4	4	-2	?	-50
CCSc1nc(C)nc2sc(C)c(C)c12	2.4	6	-3.7	17	2	nt	-1	-1	-7	-6
CCOC(=O)c1cc(CC)sc1NC(=O)c1cc(OCC)c(OCC)c(OCC)c1	-2.5	-8	1.5	20	-1	-1.4	2	2	-2	-13
CCc1ccc(NC(=O)CSc2nnc(Cc3cccn3C)n2-c2ccc(OC)cc2)cc1	0.1	5	3.1	41	-2	1.2	1	1	-3	-4
CCOC(=O)C(=O)Nc1ccc(S(=O)(=O)N2CCOCC2)cc1OC	0.1	-2	-0.1	31	4	-0.6	12	-1	7	6
Cc1oc(-c2cccc(C(F)(F)F)c2)nc1CN1CCN(c2ccccn2)CC1	-1.0	8	-2.7	25	-8	3.4	2	-1	-3	1
CN(C(=O)COC(=O)c1cccs1)c1ccccc1	nt	1	-3.0	nt	nt	0.2	-12	-4	3	-7
N#CC1CN(C(c2ccccc2)c2ccccc2)C1	0.3	-10	-1.4	9	7	-0.2	1	0	-8	2
CSc1nc(N(C)C)nc(N(C#N)CCOC(C)=O)n1	4.6	3	-0.7	-7	-7	2.4	3	2	-4	4
O=C(CS(=O)(=O)c1ccc(F)cc1)Nc1nnc(-c2cccs2)o1	-0.3	3	-2.1	nt	-5	nt	12	0	2	3
CCOCc1nnc(NC(=O)COC)s1	1.5	5	-3.4	2	-2	-1.4	-1	1	-4	1
CCN(CC)c1nc(N2CCN(C)CC2)nc2ccccc12	-0.1	8	-2.1	26	4	-0.8	3	-2	?	2
C(=C\c1ccncc1)/c1ccccc1	0.4	-7	-0.7	4	8	0.5	6	2	3	2
CCOc1ccc(S(=O)(=O)n2nc(C)cc2C)cc1	1.5	-12	-2.2	-17	-5	-1.9	-12	-7	?	7
CCOC(=O)Cn1nc(C)n(-c2ccccc2)c1=O	-3.5	1	-0.5	29	-7	-2.0	10	0	2	5
CCOc1ccc(NC(=O)C2CCN(S(=O)(=O)c3cccs3)CC2)cc1	-1.2	11	-2.3	20	2	-2.1	8	0	3	-7
CC(C)(C)C(=O)Oc1cc(N)n(S(=O)(=O)c2ccc(F)cc2)n1	-0.1	12	0.2	24	4	-2.6	8	3	0	5
O=C(Nc1ccc([N+](=O)[O-])cc1)c1cn(-c2ccccc2)nc1-c1cc2ccccc2o1	2.7	5	-1.9	-7	-8	nt	-1	1	-2	14
CCCCCCCC#Cc1ccccc1/C=N/S(=O)c1ccc(C)cc1 (stereo not given)	-1.5	nt	nt	-11	0	nt	nt	nt	nt	-6
O=C(NCc1cccs1)C1CCN(C(=O)NCc2ccccc2)CC1	0.8	-8	-0.4	16	-9	1.2	16	-1	-2	8

Following part:
canonical_smiles	UGM FP inh	CCHF vOTU inh	FadD28 binding	DUSP3 inh	Rv3671c protease	Mtb BioA inh	GDH-TPI counter	Mtb FBA inh	BoNT-F LC inh	MazF activator
CCc1nnc(NC(=O)c2ccc(OC)cc2OC)s1	-2.3	6	-0.2	19	3	-0.3	2	-1	-6	14
NC(=O)c1ccccc1N1CCCCC1	-2.0	-5	-0.5	-1	5	nt	1	-1	2	2
CC1CC(C)(C)NC(=S)N1CCCC(=O)Nc1ccc2c(c1)OCCO2 (stereo not given)	2.6	8	-1.6	14	3	-1.9	4	-1	-4	18
Cc1cc(C)nc(SCCS(=O)(=O)Cc2ccccc2)n1	-1.0	-6	0.0	19	-7	4.9	1	1	3	11
NNC(=O)c1csc(CS(=O)(=O)c2ccc(Cl)cc2)n1	0.2	-8	-0.2	29	4	-0.6	-1	2	0	6
CNc1cc(C(=O)Nc2cccc(OCc3ccccc3)c2)ncn1	nt	2	-0.3	nt	nt	-1.3	12	3	5	nt
COc1cccc(NC(=O)Cn2nnc(C(=O)NCc3ccc4c(c3)OCO4)c2N)c1	1.6	-7	-2.6	-10	-11	-1.6	4	-1	10	-2
COn1c(C)c(C)c2c3nonc3ccc21	nt	11	-1.5	-21	nt	nt	0	-4	?	-3
O=C(COc1ccccc1Cl)Nc1ccc(CN2CCCCC2)cc1	0.4	1	-0.9	7	2	-1.6	6	3	-1	-3
O=C(NC1CC2CCC(C1)N2C(=O)NC1CCCCC1)NC12CC3CC(CC(C3)C1)C2 (stereo not given)	-0.1	3	-2.1	25	0	nt	6	-4	-2	2
Brc1ccc(Nc2nc(-c3cccnc3)cs2)cc1	-0.4	5	1.3	2	4	nt	6	-1	-8	5
CC(C)CCNC(=O)c1c[nH]c2ccc(S(=O)(=O)N3CCOCC3)cc2c1=O	0.9	-7	-4.2	2	-14	nt	11	16	0	3
COc1ccc(CNC(=O)c2sc(=S)n(-c3ccc(OC)cc3)c2N)cc1	0.2	nt	-2.7	36	1	-2.5	12	-2	1	-6
Nc1c(C(=O)NCc2ccccc2)c2nc3ccccc3nc2n1CCCN1CCOCC1	-0.8	-55	-2.5	-17	8	nt	8	58*	-3	-6
CC(=O)NC1=C(Nc2ccc(N(C)C)cc2)C(=O)c2ccccc2C1=O	-0.3	25	-2.5	22	-9	2.9	10	-5	-33	-14
NC(=O)c1ccc(N2CCN(S(=O)(=O)c3ccccc3)CC2)c([N+](=O)[O-])c1	-1.1	6	0.0	9	5	0.7	-2	1	1	6
O=C(COc1ccc(-c2nnco2)cc1)NC1CCCc2ccccc21 (stereo not given)	3.7	-7	-1.2	49	8	8.4	7	1	-30	-2
CCOCCCNC(=O)c1ccc(CS(=O)(=O)Cc2ccc(C)cc2)o1	-1.9	-14	1.4	19	-13	-5.2	3	4	-7	-2
Nc1nc(NCC2CCCO2)nc(Nc2ccc(Cl)cc2)c1[N+](=O)[O-] (stereo not given)	-2.9	-8	-2.5	8	2	-0.9	5	2	32	10
O=c1[nH]c2ccccc2n1C1CCN(C(c2cc3ccccc3o2)c2nnnn2-c2ccc3c(c2)OCCO3)CC1 (stereo not given)	nt	2	-3.4	nt	nt	-1.5	nt	-6	-6	nt

An excerpt from above in order of molecular weight, lowest first:
canonical_smiles	UGM FP inh	CCHF vOTU inh	FadD28 binding	DUSP3 inh	Rv3671c protease	Mtb BioA inh	GDH-TPI counter	Mtb FBA inh	BoNT-F LC inh	MazF activator
COn1c(C)c(C)c2c3nonc3ccc21	nt	11	-1.5	-21	nt	nt	0	-4	?	-3
Brc1ccc(Nc2nc(-c3cccnc3)cs2)cc1	-0.4	5	1.3	2	4	nt	6	-1	-8	5
COc1ccc(CNC(=O)c2sc(=S)n(-c3ccc(OC)cc3)c2N)cc1	0.2	nt	-2.7	36	1	-2.5	12	-2	1	-6

(list continues)
canonical_smiles	UGM FP inh	CCHF vOTU inh	FadD28 binding	DUSP3 inh	Rv3671c protease	Mtb BioA inh	GDH-TPI counter	Mtb FBA inh	BoNT-F LC inh	MazF activator
COc1ccccc1N1CCN(C(=O)CSc2ncnc3c2cnn3-c2ccc(C)c(C)c2)CC1	1.3	nt	nt	15	6	nt	nt	nt	nt	-4
CCOc1ccc(Oc2cc(N)cc([N+](=O)[O-])c2)cc1	0.2	-2	-2.0	0	-10	nt	-1	3	-1	11
O=C(Cc1c[nH]c2ccccc12)N/N=C/c1cccc(F)c1	-3.8	-5	-2.7	15	1	2.8	10	-4	5	-7
Cc1ccc(S(=O)(=O)N(C)C)cc1NC(=O)COc1ccc(-c2nnco2)cc1	-4.0	-17	0.5	-8	-1	2.7	0	-1	-6	6
CCN(CC)S(=O)(=O)c1cccc(C(=O)Nc2nncs2)c1	-6.0	-10	-1.5	45	1	-1.5	13	8	-2	4
CN(c1ccccc1)c1ncnc2c1ncn2C	nt	-1	-2.7	nt	nt	-0.1	5	-4	-3	1
COc1ccccc1NC1=C(NC(C)=O)C(=O)c2ccccc2C1=O	nt	3	-0.5	3	nt	nt	4	-4	1	218*
N=c1n(CCN2CCCC2)c2ccccc2n1CC(O)c1ccc(Cl)c(Cl)c1 (stereo not given)	-1.8	-4	-5.4	6	-4	1.1	1	8	-3	31
C=CCc1c(C)nc2c(C)cccc2c1SC(=N)N	0.7	-10	-2.2	32	-11	0.4	3	1	?	2

The order is random. Share with any hit: about 4.9%.
